D2 agonist = activates the human D2 dopamine receptor; HEK293 T-REx D2 cells, calcium flux agonist mode; AID 485358; hit rate 0.53% among 340,000; P14416; activation, % at 2 µM;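 active means activation over 3 SD above normal in the single-dose calcium agonist read, cut at about 30% in these data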; further: 0% is about no effect
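Calcium-flux readout, 1 cycle/sec over 180 s following compound pin transfer, in inducible HEK293 Trex D2 cells (force-coupled); dopamine controls included. Positive calcium responses during this window marked compounds as potential agonists.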
TRHR enhancer = allosteric enhancers of human TRH receptor; enhancement, % at 2 µM; TRHR cells, fluo-8 calcium fluorescence, EC20 TRH enhancement; hit rate 0.66% among 360,000; P34981; in the data active means enhancement above about 30%; further: 0% is about no effect
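Enhancer read-out: after compound pinning and an initial kinetic agonist-mode read, an EC20 of TRH (10 nM final) was injected and fluo-8 calcium signal (Ex 480/Em 530) followed at 1 s/cycle for 100 cycles in TRHR-expressing cells.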
mIDH1 inhibitor = human IDH1 R132H inhibition; IDH1-R132H enzyme, NADPH consumption, diaphorase/resazurin fluorescence; Potency, µM (highest dose often 76.6 µM), inactives show at the top dose activity change, negative = inhibition, hits mostly inhibitors; hit rate 0.093% among 390,000; further: potency means the concentration at half of the fitted maximal effect; on the % scale 0 is the no-effect control and ±100 the full control effect; nearly all actives have a fitted effect of over 65% in size
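IDH1-R132H (0.5 ug/mL dispensed) in pH 7.5 Tris buffer was preincubated 30 min with compound, then given a substrate mix of 0.016 mM NADPH and 2 mM alpha-KG for 80 min at room temperature; remaining NADPH was read by diaphorase/resazurin fluorescence.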
PI4K2A block = inhibitors of human PI4K2A. Q9BTU6. purified PI4K2A, ADP-Glo luminescence, 1 h; hits give low values. activity change, negative = inhibition, % at 76.9 µM. hit rate 0.13% among 420,000; in the data active means activity change below about -50%; inconclusive means mostly about -30% to -49%;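 further: -100% = wells without enzyme as full effect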
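Compounds are screened against recombinant PI4K2A using PI as substrate and ATP, the latter dispensed at 300 microM. Reactions run one hour at ambient temperature before ADP-Glo detection; full inhibition defined by wells lacking enzyme.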
D2 antagonist = antagonizes the human D2 dopamine receptor | P14416 | HEK293 TREx D2 cells, calcium flux, dopamine EC80 | inhibition, % at 10 µM | hit rate 2% among 340,000; in the data active means inhibition above about 30%; further: 0% is about no effect
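HEK293 T-REx D2 cells, tet-induced, calcium dye no-wash. Cpd pintool add, 180 s kinetic, then EC80 DA, 180 s kinetic. Ca flux read.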
rTrxR1 inhibitor = blocks rat thioredoxin reductase 1; O89049; recombinant rTrxR1, NADPH fluorescence consumption, selenite substrate; Potency, µM (top dose mostly 114 µM), inactives show at the top dose activity change, negative = inhibition, usual class: inhibitors; hit rate 1% among 390,000; further: potency means the concentration at half of the fitted maximal effect; on the % scale 0 is the no-effect control and ±100 the full control effect; nearly all actives have a fitted effect of over 65% in size
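Rat TrxR1 (90 nM in the dispensed reagent) was pre-reduced with 400 uM NADPH for 5 min at room temperature, then incubated with compound for 15 min. After 400 uM selenite was added, NADPH fluorescence (Ex 340/Em 450 nm) was followed for 8 min.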
TrxR1 substrate = is turned over as a substrate by rat TrxR1. purified TrxR1 substrate turnover, NADPH consumption readout. Potency, µM (series often up to 114 µM), for inactives: at the top dose activity change, negative = substrate turnover. AID 588456. hit rate 0.01% among 390,000; further: potency means the concentration at half of the fitted maximal effect; on the % scale 0 is the no-effect control and ±100 the full control effect; nearly all actives have a fitted effect of over 50% in size
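Rat TrxR1, dispensed at 90 nM, was prereduced with 400 uM NADPH (final) for 5 min at ~22 deg C, then incubated with compound 15 min before 400 uM selenite. A first-read NADPH fluorescence drop versus no-compound background flagged substrates.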
USP1-UAF1 inh = blocks the human USP1/UAF1 deubiquitinase complex; O94782; recombinant USP1/UAF1, Ub-Rhodamine cleavage fluorescence; Potency, µM (series often up to 57.1 µM), for the others: at the top dose activity change, negative = inhibition, most hits filed as inhibitors; hit rate 0.23% among 390,000; further: potency means the concentration at half of the fitted maximal effect; on the % scale 0 is the no-effect control and ±100 the full control effect; nearly all actives have a fitted effect of over 60% in size; inactives centre near -12
Target sequence (O94782 whole entry, looked up): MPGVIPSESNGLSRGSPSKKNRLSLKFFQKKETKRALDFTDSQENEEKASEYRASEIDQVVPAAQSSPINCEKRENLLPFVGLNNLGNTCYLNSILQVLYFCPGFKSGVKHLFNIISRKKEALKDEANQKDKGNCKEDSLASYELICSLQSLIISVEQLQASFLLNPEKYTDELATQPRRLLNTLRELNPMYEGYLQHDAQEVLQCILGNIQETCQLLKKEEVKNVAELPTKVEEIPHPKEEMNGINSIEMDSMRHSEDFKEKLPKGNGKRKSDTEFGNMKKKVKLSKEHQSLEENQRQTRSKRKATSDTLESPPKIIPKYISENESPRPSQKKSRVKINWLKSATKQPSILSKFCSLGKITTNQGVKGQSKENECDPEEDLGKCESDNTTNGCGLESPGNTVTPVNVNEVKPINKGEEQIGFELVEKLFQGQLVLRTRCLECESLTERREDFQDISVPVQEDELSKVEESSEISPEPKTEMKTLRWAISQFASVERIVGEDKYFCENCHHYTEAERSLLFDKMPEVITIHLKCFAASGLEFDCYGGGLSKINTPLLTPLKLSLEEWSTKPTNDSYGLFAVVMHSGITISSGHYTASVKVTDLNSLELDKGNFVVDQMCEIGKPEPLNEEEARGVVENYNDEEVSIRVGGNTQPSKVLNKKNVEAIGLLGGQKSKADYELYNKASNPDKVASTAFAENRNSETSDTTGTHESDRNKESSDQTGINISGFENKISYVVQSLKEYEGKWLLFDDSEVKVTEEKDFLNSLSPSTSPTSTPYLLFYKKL
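In this screen, compounds sit with the deubiquitinase complex (1nM) for 15 min at room temperature before Ub-Rho is added at 150nM final. Fluorescence rise is then followed for 6 reads every 60 seconds.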
TRHR ag = agonists of human TRH receptor | TRHR cells, calcium flux fluo-8, FDSS agonist mode | AID 493084 | P34981 | activation, % at 2 µM | hit rate 0.18% among 360,000; in the data active means activation above about 30%; further: 0% is about no effect
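In this calcium-flux screen, cells bearing human TRHR are dye-loaded with fluo-8, baselined for 10 cycles, then exposed to library compounds; positive kinetic calcium responses during the agonist phase mark hits, with TRH as control.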
* hit, by the source's call; u = inconclusive; x = not tested or not shown; & = joins results of further samples; [ ] = another dose, or the depositor's remark. Unless noted, the call rests on the fitted dose curve; in most records, active means well fitted inhibition curve with a large enough effect; inconclusive means small, poorly fitted or top-dose-only effect; inactive means no such curve, though single readings can be large or run the other way. Hits appear at their usual frequency; about 3.9% have a hit in one of these screens.

SMILES | D2 agonist | TRHR enhancer | mIDH1 inhibitor | PI4K2A block | D2 antagonist | rTrxR1 inhibitor | TrxR1 substrate | USP1-UAF1 inh | TRHR ag
O=C(CCc1nnc2ccc(NCCCN3CCCC3=O)nn12)NCc1ccccc1Cl | -0.1 | 2.1 | -2.3% | 6.9 | -3.6 | 21.9% | 3.9% | -19.3% | -0.1
COC(=O)C1CSC(C(=O)OC)N1C(=O)CN1CC(C)OC(C)C1 (stereo unspecified) | 0.5 | 3.1 | 6.5% | -8.8 | -7.6 | 13.1% | 9.4%[57.1 µM] | -5.9% | 0.4
N#C/C(=C\c1c(Oc2ccc(F)cc2)nc2ccccn2c1=O)c1nc2ccccc2s1 | 0.3 | -7.3 | u | -1.0 | x | 1.6% | 95.0%[activator] | u | 0.5
COc1ccc(C(C(=O)NC2CCCCC2)N(C(=O)c2ccco2)c2ccccc2C(C)=O)cc1 (stereo unspecified) | -0.4 | 12.9 | -5.2% | 0.3 | 6.1 | 2.7%[57.1 µM] | -6.1% | -7.4% | 0.0
CC1=Nc2ccccc2/C1=C/c1sc(=N)n(-c2nccs2)c1O | 9.6 | -0.9 | -4.9% | 4.0 | -12.3 | -12.3% | -11.1% | -2.6% | 15.5
COCCCn1c(-c2ccc(Cl)cc2)n[nH]c1=S | -0.6 | 1.7 | 2.3% | -0.5 | 10.9 | -18.4% | 0.2% | 6.1% | 0.4
CC(=O)Nc1ccc(C(=O)OCC(=O)N(c2ccccc2)C2CCCCC2)cc1 | x | x | 2.7% | 1.4 | x | u | -2.8% | -15.6% | x
COc1ccc(/C=C/C(=O)Nc2cc(C(F)(F)F)ccc2Cl)cc1 | 0.5 | -1.7 | -1.4% | -5.6 | 32.0* | 11.5% | 4.5% | -24.4% | 0.2
NC(=O)CSc1oc(-c2ccco2)nc1S(=O)(=O)c1ccc(F)cc1 | -1.1 | -4.6 | -3.8% | 4.5 | -3.8 | 0.0%[57.1 µM] | 13.0%[0.0914 µM] | -7.6% | 0.1
O=C(O)c1cccc(S(=O)(=O)N(Cc2ccccc2)c2cccc(C(F)(F)F)c2)c1 | -0.9 | -1.7 | -3.0% | -1.0 | -0.5 | 32.3% | 11.3% | -17.2% | 1.1
Cc1ccc(NC(=O)CSc2nc3ccc(Nc4nc(N5CCOCC5)nc(N5CCOCC5)n4)cc3s2)cc1 | -1.0 | -1.1 | -2.4% | 5.8 | -30.4 | 12.5% | -1.3% | -13.4% | -0.5
O=C(OCc1ccccc1)N1CCOCCN(C(=O)OCc2ccccc2)CCOCC1 | 0.5 | -11.8 | 4.4% | 8.2 | -2.6 | 19.1% | 3.2%[57.1 µM] | -15.4% | 0.3
Cc1ccc(N2CC(C(=O)Nc3ccc(S(=O)(=O)N4CCOCC4)cc3)CC2=O)cc1 (stereo unspecified) | 0.7 | 4.1 | 0.9% | -2.4 | 6.3 | 9.1% | 4.0% | -11.5% | -0.2
CC1(c2nnc(-c3ccccc3)o2)CC(c2ccc(Cl)cc2)=NO1 (stereo unspecified) | -1.1 | -13.4 | -3.5% | -1.6 | -4.0 | 2.0%[57.1 µM] | 0.6%[57.1 µM] | -33.5% | -0.5
O=C(CSc1ccccc1Cl)NC1CCCc2ccccc21 (stereo unspecified) | -1.0 | 20.3 | 8.7% | -0.7 | 2.0 | -12.4%[57.1 µM] | 1.6%[57.1 µM] | -0.8% | -0.4
CCCCOC(=O)c1[nH]c(C)c(C(=O)OC)c1C | 0.2 | -4.7 | 9.9% | -5.2 | -12.8 | 24.9% | 4.4% | -21.0% | -0.5
CCc1ccc(C(C)NC(=O)c2ncn[nH]2)cc1 (stereo unspecified) | 2.2 | -5.3 | 9.7% | -1.3 | 14.4 | 2.9% | 6.8% | -11.4% | -0.2
CS(=O)(=O)N(CC(=O)NCc1ccco1)c1ccc2c(c1)OCO2 | -0.3 | -2.6 | 5.8% | -5.8 | 9.6 | 8.4% | 12.1% | -8.1% | 0.4
Cc1ccc(S(=O)(=O)N2CCN(C(=O)c3ccco3)CC2)cc1 | 0.4 | 1.7 | 4.1% | 1.3 | 0.8 | 3.2%[57.1 µM] | 6.9%[57.1 µM] | -17.2% | 0.4
COc1ccc(C2CC(O)(c3ccccc3)Oc3cc(OC)c(OC)c(OC)c32)cc1 (stereo unspecified) | -0.4 | -6.9 | 16.5% | 0.2 | 2.1 | -0.9% | -15.0% | -29.2% | -0.3
CCCOc1ccc(/C=N/Nc2ccccc2[N+](=O)[O-])c(O)c1 | 0.1 | -0.1 | 3.8% | -7.3 | 17.8 | -11.7% | -10.4% | -15.7% | 0.2
CC(C)OC(=O)CSc1nnc(-c2ccccc2)n1N | -0.3 | -0.1 | -1.1% | 10.4 | -14.1 | -4.2% | -1.1% | -21.5% | 0.3
N#CC1=C(N)S[C@H](C(=O)C23CC4CC(CC(C4)C2)C3)[C@H]1c1ccncc1 | 0.6 | -1.9 | -19.9% | -2.0 | 3.7 | u | -2.3%[57.1 µM] | -6.6% | 0.0
CC(C)(C)c1ccc(OCCCn2ccnc2)cc1 | 0.0 | 0.2 | 0.0% | 1.5 | 0.8 | 0.8% | -3.8% | -10.3% | -2.1

Ordered by length of the SMILES (low to high): three of the compounds above.
SMILES | D2 agonist | TRHR enhancer | mIDH1 inhibitor | PI4K2A block | D2 antagonist | rTrxR1 inhibitor | TrxR1 substrate | USP1-UAF1 inh | TRHR ag
CS(=O)(=O)N(CC(=O)NCc1ccco1)c1ccc2c(c1)OCO2 | -0.3 | -2.6 | 5.8% | -5.8 | 9.6 | 8.4% | 12.1% | -8.1% | 0.4
COc1ccc(C2CC(O)(c3ccccc3)Oc3cc(OC)c(OC)c(OC)c32)cc1 (stereo unspecified) | -0.4 | -6.9 | 16.5% | 0.2 | 2.1 | -0.9% | -15.0% | -29.2% | -0.3
Cc1ccc(N2CC(C(=O)Nc3ccc(S(=O)(=O)N4CCOCC4)cc3)CC2=O)cc1 (stereo unspecified) | 0.7 | 4.1 | 0.9% | -2.4 | 6.3 | 9.1% | 4.0% | -11.5% | -0.2

(more compounds)
SMILES | D2 agonist | TRHR enhancer | mIDH1 inhibitor | PI4K2A block | D2 antagonist | rTrxR1 inhibitor | TrxR1 substrate | USP1-UAF1 inh | TRHR ag
O=S(=O)(NCc1ccc2c(c1)OCO2)c1ccc2c(c1)oc1ccccc12 | 0.4 | -2.5 | 9.0% | -1.1 | 2.7 | -18.0% | -4.7% | -11.4% | 0.2
O=C(NCCCC1CCCC1)C1CCC(=O)N(Cc2cccc(C(F)(F)F)c2)C1 (stereo unspecified) | -2.4 | 9.6 | 3.8% | -0.9 | -21.5 | -15.3% | -12.7% | -4.7% | -0.8
O=C(NCc1cn2ccsc2n1)c1cccs1 | 0.0 | 10.6 | 7.2% | -4.6 | -21.9 | 1.0%[57.1 µM] | 1.4%[57.1 µM] | -13.1% | 1.8
CC(C)OCCCNC(=O)CCCn1c(SCC(=O)c2ccc(F)cc2)nc2c(sc3ccccc32)c1=O | 0.4 | 0.5 | 11.9% | -0.9 | x | 15.1% | 2.3% | 10.5% | -0.2
Cc1cc(CC(C)C)n(-c2nc3ccccc3c(=O)n2OCC(=O)N(C)C)n1 | -0.2 | 6.8 | 3.9% | -1.3 | -7.1 | 16.0%[57.1 µM] | 3.6%[57.1 µM] | 1.7% | 0.1
CCCCCCC(=O)N(O)C1CC(=O)N(c2ccc(C)cc2)C1=O (stereo unspecified) | 0.0 | 12.2 | 7.1% | 4.2 | -8.7 | 15.8µM* | 13.2% | -14.3% | 1.9
CCc1c(C)nc2c(-c3ccccc3OC)c(C)[nH]n2c1=O | 1.2 | 6.0 | -6.1% | -11.7 | 28.2 | 14.1% | 1.5% | -18.9% | -0.5
Cn1c(=O)c2c(nc(Br)n2Cc2c(F)cccc2Cl)n(C)c1=O | 0.3 | 5.6 | x | x | -5.0 | x | x | x | -1.6
Cc1noc(C)c1NC(=O)N(C)C[C@@H]1Oc2ccc(NS(=O)(=O)c3c(C)noc3C)cc2C(=O)N([C@H](C)CO)C[C@H]1C | x | x | -3.8% | -0.9 | x | 4.2%[57.1 µM] | 9.0%[57.1 µM] | -6.5% | x
CSCCC(NC(=O)C1CC1)c1nc2ccccc2[nH]1 (stereo unspecified) | -0.4 | -0.5 | -0.2% | 0.7 | 9.9 | 13.5% | 8.4% | -19.3% | 0.5
Cc1cccnc1NC(=O)c1ccc(S(=O)(=O)N2CCCCCC2)cc1 | 0.3 | 14.2 | 1.3% | -1.6 | -7.5 | -1.8% | -4.3% | -2.7% | 0.9
Cc1ccc(NC(=O)CSc2nc3ccccc3nc2N2CCOCC2)cc1 | -0.5&-0.3 | -9.4&-3.5 | -20.8%&2.8% | -1.4&0.7 | 21.4 | 11.9%[57.1 µM] | -1.1%[57.1 µM] | -21.6%&-2.1% | -0.4&-0.6
Cc1cccc(NC(=O)CN2C(=S)NC(C)(C)CC2C)c1 (stereo unspecified) | 0.6 | -1.6 | -2.2% | -0.7 | 3.3 | 2.0%[57.1 µM] | 8.3%[57.1 µM] | -7.4% | -0.4
Cc1cc(-c2nnc(SCC(=O)c3ccc(Cl)cc3)o2)no1 | -1.1 | 4.2 | 0.9% | -16.3 | -4.9 | 9.6%[57.1 µM] | 5.0%[57.1 µM] | -4.5% | -0.7
O=C(CN1C(=O)CCS(=O)(=O)c2ccccc21)Nc1ccc(Cl)cc1 | -0.2 | -3.1 | -2.4% | 2.9 | -12.9 | -1.3% | -4.7% | -9.8% | 0.2
Cc1nc(C)c(C(=O)NNS(=O)(=O)c2ccc3ccccc3c2)s1 | 0.8 | 0.7 | 3.9% | 0.5 | 13.0 | 18.4%[57.1 µM] | -17.7%[57.1 µM] | -1.5% | 0.9
CCOC(=O)N1CCC(NC(=O)CCCC(=O)O)CC1 | 0.5 | -1.3 | 0.4% | -6.9 | -1.2 | -4.9%[57.1 µM] | -3.5% | -10.0% | -0.7
COc1ccc(N/N=C(/N=Nc2nc(C)cc(=O)[nH]2)c2ccccc2)cc1 | -0.4 | 4.0 | -0.1% | -11.5 | -10.1 | -15.0% | -15.8% | -12.7% | -0.7
CCN1C(=O)c2cccc3c(S(=O)(=O)Nc4ccccc4O)ccc1c23 | 0.6 | -1.8 | 31.4%[activator] | -1.8 | 6.8 | 18.8% | 3.1% | -18.0% | 10.1

High-throughput results: PubChem, National Center for Advancing Translational Sciences (NCATS)
